V-ATPase pHluor – regulators of yeast V-ATPase proton pumping, primary screen, pHLuorin cytosolic pH fluorescence | S. cerevisiae | response, % at 10 µM | 0.37% of 350,000 active; in the data active means response mostly above about 7.3%, no sharp cut-off; inactive means mostly below about 5.4%; further: actives read high; inactives centre near 0; some compounds called inactive have numbers as strong as hits
Tat transport – E. coli Tat export inhibitors, primary screen, MC4100, TorA-mCherry reporter, fluorescence, single point; 0.036% of 340,000 active; inhibition, % at 10 µM;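 active means mean replicate inhibition at least 50% and at least half of replicates individually reaching 50%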;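 further: exported cargo escapes ClpAP degradation while cytoplasmic cargo is degraded and loses fluorescence; 0% = median of neutral control wells and 100% = median of NaSCN control wells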
CAL PDZ FP-1 – untagged CAL PDZ binding inhibitors, primary screen, biochemical, fluorescence polarization, HTS | Golgi-associated PDZ and coiled-coil motif-containing protein (Homo sapiens), Q9HD26 | purified CAL PDZ, TMR-peptide fluorescence polarization, 1 h | inhibition, % at 24.9 µM | 0.92% of 300,000 active | AID 602252, 2012;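 active means mean inhibition of at least 30% with at least half of replicates also reaching 30%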;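 further: 0% = DMSO neutral control and 100% = excess unlabeled competitor peptide PRC23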
Wnt bcat act – Wnt/beta-catenin pathway activators, primary screen, cell-based, plate reader, single point | Wnt/beta-catenin reporter cell assay, activator | activation, % at 9.35 µM | 1.2% of 300,000 active | AID 743398, 2014; in the data active means activation above about 30%, passing the limit was not always enough;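 further: 0% = neutral control wells and 100% = positive control wells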
CDK5 inh – inhibitors of human CDK5/p35 kinase, primary screen, biochemical, single concentration. Recombinant CDK5/p35, ADP-Glo luminescence, 60 min. inhibition, % at 10 µM. 0.01% of 330,000 active. AID 488839, 2010;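 active means highest replicate inhibition of at least 50% and at least 75% of replicates reaching 50%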;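 further: plate controls were DMSO neutral control for no effect and GW8510 at 10 µM for full effect; many of its hits are not listed in these tables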
Target sequence (Q00535 whole entry, looked up): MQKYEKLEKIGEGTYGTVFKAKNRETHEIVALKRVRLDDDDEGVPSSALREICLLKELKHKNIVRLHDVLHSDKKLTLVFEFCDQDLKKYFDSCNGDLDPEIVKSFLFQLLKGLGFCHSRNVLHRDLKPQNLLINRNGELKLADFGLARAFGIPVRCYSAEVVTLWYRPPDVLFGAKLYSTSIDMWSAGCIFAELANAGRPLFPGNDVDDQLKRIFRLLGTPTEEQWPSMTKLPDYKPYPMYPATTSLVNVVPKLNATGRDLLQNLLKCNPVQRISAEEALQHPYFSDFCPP
Target sequence (Q15078 whole entry, looked up): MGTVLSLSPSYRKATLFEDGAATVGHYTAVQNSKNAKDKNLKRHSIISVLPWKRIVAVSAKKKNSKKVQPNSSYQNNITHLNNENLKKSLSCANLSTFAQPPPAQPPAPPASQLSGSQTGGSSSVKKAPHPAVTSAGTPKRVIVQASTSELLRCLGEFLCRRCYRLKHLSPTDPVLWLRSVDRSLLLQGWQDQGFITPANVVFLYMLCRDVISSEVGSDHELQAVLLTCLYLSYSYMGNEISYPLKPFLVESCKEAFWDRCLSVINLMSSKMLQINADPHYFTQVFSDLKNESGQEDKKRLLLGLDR
MITF TRPM1 HTS – activators of MITF-driven TRPM1 promoter reporter, primary screen, cell-based, SK-MEL-5, luciferase, single point. activation, % at 12.5 µM. 0.75% of 300,000 active. SK-MEL-5 TRPM1-promoter luciferase, 24 h; % of positive control, neutral wells = 0;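 active means mean activation of at least 80% with every replicate also reaching 80%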;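 further: 0% = neutral control wells and 100% = parthenolide positive control wells; values of inactives mirror those of a sister screen read the other way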
cardiac RTF act – cardiac RTF calcium sensitivity activators, primary screen, biochemical, IANBD-TnC fluorescence, EC20 calcium; Troponin I, cardiac muscle (Homo sapiens) + Troponin T, cardiac muscle (Homo sapiens) + …; IANBD-labeled TnC RTF fluorescence at EC20 calcium; 0% EC20 calcium, 100% full calcium; activation, % at 7.2 µM; 0.24% of 340,000 active; AID 493008, 2010;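 active means activation above the mean over all tested compounds plus 3 SD, cut at about 30% in these data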;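 further: rise in fluorescence read as greater calcium sensitivity of cardiac thin filaments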
CAL PDZ FP-2 – CAL PDZ peptide-binding inhibitors, primary screen, biochemical, fluorescence polarization, Cer-tagged CAL PDZ, HTS | 0.02% of 330,000 active | Golgi-associated PDZ and coiled-coil motif-containing protein (Homo sapiens), Q9HD26 | AID 504414, 2011 | purified CAL PDZ, TMR-peptide fluorescence polarization, 1 h | inhibition, % at 20 µM;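 active means highest replicate inhibition of at least 40%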;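 further: plate controls were DMSO neutral control wells for no effect and unlabeled competitor peptide control wells for full effect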
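Read-out basis: mP drop reported as inhibition | Assay system: Tagged CAL PDZ protein CerCALP, purified | Benchmarks: Unlabelled peptide for full inhibition, DMSO wells as neutral | Schedule: 1 h incubation at room temperature before polarization reading | Buffer or medium: Sodium phosphate/NaCl buffer pH 7.4 with TCEP, IgG, Thesit | Doses: Single point, 20 µM | Measured by: Fluorescence polarization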
Rtt109 HAT inh – inhibitors of C. albicans Rtt109/Vps75 HAT, primary screen, biochemical, ThioGlo CoA-SH fluorescence, plate reader. Histone acetyltransferase RTT109 (Candida albicans (strain SC5314 / ATCC MYA-2876)), …. purified Rtt109/Vps75, 4 h. inhibition, % at 34.9 µM. 0.16% of 330,000 active. AID 540336, 2011;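 active means inhibition of at least 50% in every replicate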
dFosB activator – activators of delta FosB homodimer, primary screen, biochemical, fluorescence polarization, TAMRA-CDK5 oligo, single point | activation, % at 25 µM | 0.99% of 340,000 active | purified delta FosB; percent of positive-control signal above neutral wells | Protein FosB (Mus musculus), P13346;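 active means mean activation above about 17%, with every replicate also reaching it, limit read from the data, passing the limit was not always enough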;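 further: fluorescence polarization rise as delta FosB binds a TAMRA Cdk5 AP-1 oligo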
Target sequence (P13346 whole entry, looked up): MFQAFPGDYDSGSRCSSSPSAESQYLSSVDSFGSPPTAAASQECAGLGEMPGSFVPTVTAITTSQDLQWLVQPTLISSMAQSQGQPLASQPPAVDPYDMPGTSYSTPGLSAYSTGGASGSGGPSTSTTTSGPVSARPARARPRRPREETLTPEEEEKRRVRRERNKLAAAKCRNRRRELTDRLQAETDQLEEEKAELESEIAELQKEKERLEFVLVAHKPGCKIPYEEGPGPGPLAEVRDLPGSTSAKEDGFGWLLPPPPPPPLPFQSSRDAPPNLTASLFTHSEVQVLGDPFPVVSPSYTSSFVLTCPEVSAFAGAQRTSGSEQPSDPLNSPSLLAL
Active calls of the source: *; / = no result given.

Sequence of screens: CAL PDZ FP-1 | Wnt bcat act | V-ATPase pHluor | dFosB activator | MITF TRPM1 HTS | cardiac RTF act | CDK5 inh | Rtt109 HAT inh | CAL PDZ FP-2 | Tat transport
#1 COc1ccc(COC(=O)C2=C(C)NC(=O)NC2c2cc(OC)ccc2OC)cc1 (stereo unspecified)
 : -5 | 0 | -4 | 6 | / | -9 | -1.2 | 2 | -1.5 | 3
#2 O=C(NC1=NCCS1)c1ccc(Cl)c(Cl)c1
 : / | 12 | 1 | -2 | / | -1 | 0.6 | 17 | -1.9 | 0
#3 S=C(NCCc1ccccn1)Nc1ccccc1
 : 3 | 3 | 0 | 1 | 14 | 1 | 1.7 | -1 | -21 | 7
#4 O=C(NCCCNC(=O)c1cnccn1)c1ccc(Cl)c(Cl)c1
 : / | -1 | 6 | 1 | -4 | 1 | -1.9 | -1 | -0.9 | 14
#5 COC(=O)c1ccc(CSc2ccc3nnc(-c4ccc(OC)c(OC)c4)n3n2)o1
 : -10 | 0 | -2 | -28 | -3 | -2 | -1.0 | 0 | -5.1 | 3
#6 Cc1cccn2c(=O)c3cc(C(=O)NCc4cccnc4)c(=N)n(C(C)C)c3nc12
 : -2 | 5 | -96 | -5 | / | -1 | -0.3 | -434 | -2.3 | 2
#7 COc1ccc(C2c3c(-c4ccccc4)n[nH]c3C(=O)N2c2ccc(C(=O)O)cc2)cc1 (stereo unspecified)
 : -8 | -1 | 0 | -6 | 6 | 3 | -1.5 | / | -5.8 | 4
#8 O=[N+]([O-])c1cc(S(=O)(=O)N2CCCC2)ccc1OCCOc1ccccc1
 : 3 | -2 | -2 | -7 | 4 | -4 | 1.9 | 4 | -2.5 | 8
#9 Cc1ccc(S(=O)(=O)N2CCC(NC(=O)C3CCCCC3)CC2)cc1
 : 0 | -3 | 3 | -2 | -5 | -8 | -7.5 | -5 | -2.4 | -1
#10 CCOC(=O)C(CO)NC(=O)C1(NC(C)=O)CCCC1 (stereo unspecified)
 : -1 | -6 | 2 | 4 | 14 | 9 | 0.3 | 1 | -0.8 | 3

Continued; the last 3 above are carried over.
Sequence of screens: CAL PDZ FP-1 | Wnt bcat act | V-ATPase pHluor | dFosB activator | MITF TRPM1 HTS | cardiac RTF act | CDK5 inh | Rtt109 HAT inh | CAL PDZ FP-2 | Tat transport
#8 O=[N+]([O-])c1cc(S(=O)(=O)N2CCCC2)ccc1OCCOc1ccccc1
 : 3 | -2 | -2 | -7 | 4 | -4 | 1.9 | 4 | -2.5 | 8
#9 Cc1ccc(S(=O)(=O)N2CCC(NC(=O)C3CCCCC3)CC2)cc1
 : 0 | -3 | 3 | -2 | -5 | -8 | -7.5 | -5 | -2.4 | -1
#10 CCOC(=O)C(CO)NC(=O)C1(NC(C)=O)CCCC1 (stereo unspecified)
 : -1 | -6 | 2 | 4 | 14 | 9 | 0.3 | 1 | -0.8 | 3
#11 Cc1ncc(CO)c2cc(-c3nnc(Nc4ccc5c(c4)OCO5)s3)c(=O)oc12
 : -9 | -1 | 19 | -13 | -4 | 23 | 0.9 | -7 | -4.2 | 5
#12 O=CNCCCc1nc2ccccc2n1CCc1ccccc1
 : -2 | 0 | 7 | -5 | 0 | 4 | -0.1 | 6 | -0.4 | 1
#13 O=C(O)CCc1[nH]c2ccccc2c1Sc1ccccc1
 : -6 | 1 | 0 | 2 | 4 | -3 | 0.9 | 2 | -0.3 | 12
#14 COc1ccc(OC)c(C(c2nnnn2C2CCCC2)N2CCN(c3ccccc3)CC2)c1 (stereo unspecified)
 : / | / | -3 | -6 | / | -5 | 0.3 | 2 | 0.2 | -4
#15 Cc1c(Cl)cccc1N(CC(=O)N1CCCCCC1)S(C)(=O)=O
 : -2 | -2 | 5 | -4 | 5 | 0 | -2.4 | -8 | -3.7 | 5
#16 CCC(Sc1nc(N)c(NC(=O)c2ccc(OC)c(OC)c2)c(=O)[nH]1)C(=O)OC (stereo unspecified)
 : / | 2 | 0 | -3 | / | 2 | 1.2 | -11 | -0.9 | 9
#17 O=C(COc1ccccc1/C=C1\SC(=O)NC1=O)Nc1ccccc1
 : 7 | -2 | 1 | -10 | 1 | 7 | 0.6 | 12 | -2.5 | -3
#18 C=CCN1C(=O)C(CC(=O)O)SC1=Nc1c(C)n(C)n(-c2ccccc2)c1=O (stereo unspecified)
 : -3 | -1 | -2 | 1 | / | -1 | -1.2 | 8 | -1.0 | 0
#19 CCc1c(C)nc(N)nc1Cl
 : -3 | 2 | 1 | 5 | -9 | 4 | 1.8 | -4 | -0.3 | -5
#20 O=C(O)Cn1cnc2scc(-c3ccccc3)c2c1=O
 : -5 | 1 | -3 | -3 | -2 | -3 | 0.9 | -5 | -0.6 | -6
#21 CN(C)CCN(C(=O)c1ccc2ccccc2c1)c1nc2cc3c(cc2s1)OCCO3
 : 0 | 12 | 2 | 15 | 61 | 0 | -0.9 | 3 | -1.6 | -2
#22 N#CC(C#N)=C1C=CC=CN1/C(=C\c1ccccc1Cl)C(=O)c1ccccc1
 : -3 | -4 | -1 | -6 | -75 | -1 | 5.3 | -3 | 0.2 | -10
#23 COc1ccc(NC(=O)CN(C)S(=O)(=O)c2cccc3nsnc23)cc1
 : / | 2 | -2 | -5 | 14 | -3 | 2.4 | -10 | -0.3 | 0
#24 CCCCN(CC)C(=O)c1cc2c(=O)n3cccc(C)c3nc2s1
 : -4 | 0 | -2 | -28 | -12 | 5 | 0.9 | 11 | -2.1 | 7
#25 CC1=CC(C)C2(COC(c3ccc[n+](C)c3)OC2)C(C)C1 (stereo unspecified)
 : -1 | -2 | -1 | -6 | -1 | 4 | 2.0 | 2 | -2.1 | -1
#26 CCN=C1SC(C(=O)Nc2cccc(Br)c2)CC(=O)N1CC (stereo unspecified)
 : -7 | -5 | 2 | -5 | 4 | 4 | -2.1 | -2 | -2.4 | 6
#27 Cc1ccccc1CS(=O)(=O)CCC(=O)NCCN1CCN(c2cccc(Cl)c2)CC1
 : -2 | -9 | 1 | -7 | 7 | -1 | -1.7 | 9 | 0.3 | -4
#28 Cc1ccc(C(C)C)c(OCCCN2CC(C)OC(C)C2)c1 (stereo unspecified)
 : -2 | / | -2 | -4 | -8 | 1 | 0.2 | 18 | 0.9 | -7
#29 C=CCn1nc([N+](=O)[O-])nc1Sc1cccc2cccnc12
 : -1 | / | 7 | -4 | -43 | 6 | -2.0 | 3 | -0.4 | -6
#30 NC1=NC2CS(=O)(=O)CC2S1 (stereo unspecified)
 : -5 | -2 | 3 | 1 | 9 | -3 | -1.2 | 0 | 0.8 | -1
#31 COc1ccc(S(=O)(=O)N(CC(=O)NN=C2CCN(C)CC2)c2ccc(C)cc2)cc1OC
 : / | 1 | -2 | -12 | 9 | 2 | 1.2 | -1 | -0.6 | 7
#32 CCc1ccccc1N(CC(=O)NC(C)(C)CC)C(=O)CCC(=O)Nc1nccs1
 : -2 | -3 | 1 | -11 | / | 4 | 0.0 | -3 | 0.0 | 2
#33 CC(=O)Nc1ccc(S(=O)(=O)N2CCC(C(=O)c3ccc(F)cc3)CC2)cc1
 : -3 | -5 | -1 | -11 | -9 | -2 | -1.6 | 2 | -3.0 | -22
#34 OC(c1cc(C(F)(F)F)nc2c(Cl)cc(Cl)cc12)C1CCCCN1 (stereo unspecified)
 : -3 | 1 | 0 | -74 | 8 | -7 | 3.6 | 5 | -0.9 | 4
#35 Cc1ccc(S(=O)(=O)N(C)CC(=O)N2CCCc3ccccc32)cc1
 : -3 | -2 | -2 | -5 | -6 | -4 | 0.9 | 5 | -1.2 | -8
#36 CC1(C)Cc2nc3sc4c(=O)n(CC(N)=O)cnc4c3cc2CO1
 : -6 | 11 | 2 | -9 | 18 | -1 | -0.5 | -1 | / | 9
#37 OCCNCc1cc(Br)ccc1OCc1ccc(F)cc1
 : 0 | -10 | 5 | 1 | 12 | 7 | 1.0 | 19 | -2.3 | 13
#38 COC(=O)c1sc2nc(C)nc(SCC(=O)Nc3sccc3C(N)=O)c2c1C
 : -2 | -4 | -6 | 2 | 1 | 3 | 1.4 | 3 | -1.3 | 0
#39 COc1cc(OC)c2c(-c3cccc(-c4ccc(C(C)=O)cc4)c3)cc(=O)oc2c1
 : -6 | / | -1 | -6 | -42 | 0 | -0.8 | -1 | -5.1 | 10
#40 C=CCCCCCCCCC(=O)Nc1ncccn1
 : 3 | 2 | 4 | -6 | -1 | -4 | -1.4 | 12 | -1.0 | -3
#41 CC(OC(=O)c1nn(C)c(=O)c2ccccc12)C(=O)Nc1ccc(S(N)(=O)=O)cc1 (stereo unspecified)
 : / | 0 | 3 | -5 | -2 | -6 | 1.5 | -10 | -1.0 | 5
#42 Cc1ccccc1CNC(=O)c1ccccc1N
 : -1 | / | 2 | 0 | -11 | 2 | -0.2 | -23 | 0.1 | 6
#43 O=C(CSc1nc2cc(Cl)ccc2s1)NCC1CCCO1 (stereo unspecified)
 : / | -2 | 7 | -1 | -7 | 2 | 2.4 | 2 | -0.4 | 5
#44 COc1ccc(CNC(=O)CN2C(=O)COc3ccc(S(=O)(=O)N4CCCC4)cc32)cc1
 : / | -1 | 2 | -6 | 6 | 2 | 2.2 | -5 | -0.4 | -7
#45 Cc1cc2oc(=O)cc(CN(C)Cc3ccccc3)c2cc1C(C)C
 : 1 | 4 | -2 | -8 | 4 | 5 | -1.7 | -6 | -2.7 | 13
#46 CC(Oc1ccc2c(-c3ccccc3)cc(=O)oc2c1)C(=O)NCc1ccccn1 (stereo unspecified)
 : -2 | -2 | -1 | -10 | 13 | 4 | 2.0 | 16 | -1.0 | -3
#47 CC(OC(=O)CN1C(=O)NC2(CCCC2)C1=O)C(=O)c1ccccc1 (stereo unspecified)
 : -4 | 0 | 0 | -11 | -2 | -3 | 1.8 | -2 | -1.5 | 2
#48 CCCOc1ccc(C2=CC(=O)C[C@H](c3ccc(OC)cc3)C2)cc1
 : 0 | 4 | -1 | -8 | 39 | 3 | -0.2 | 3 | -2.0 | 10
#49 CCc1nc2ccccc2c(NC(=O)CN2CC(C)CC(C)C2)c1C (stereo unspecified)
 : 8 | -2 | 3 | -9 | 9 | -1 | -0.9 | 2 | -0.7 | 0
#50 CCc1ccc(NC(=O)CCS(=O)(=O)c2cccc3nsnc23)cc1
 : -1 | -2 | -2 | -6 | / | 0 | -0.4 | 10 | -2.0 | 0
#51 CC1(C)Cc2c(cnn2-c2ccc(F)cc2)C(NC(=O)CCC(F)(F)F)C1 (stereo unspecified)
 : 1 | 4 | -3 | -17 | -4 | 4 | 0.0 | 9 | -1.2 | -4
#52 CCc1cc2c(=O)c(-c3nc4ccccc4n3C)coc2c(CN2CCCCC2)c1O
 : -2 | -1 | -1 | -3 | -13 | -1 | -0.5 | -8 | -1.0 | -4

From PubChem BioAssay
